# PAFAH2 inh – PAFAH2 (human) inhibition; 340,000 compounds, 0.99% hits; recombinant PAFAH2, FP-rhodamine activity probe, fluorescence polarization; AID 492956; Q99487; inhibition, % at 3.39 µM;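 active = inhibition above the mean over all tested compounds plus 3 SD, cut at about 30% in these data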;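 note: inhibitors block probe labeling of enzyme so polarization drops; 0% = enzyme with DMSO and 100% = wells lacking PAFAH2 protein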
# PAFAH1B3 inh – inhibitors of human PAFAH1B3. AID 492972. recombinant PAFAH1B3, FP-rhodamine probe, fluorescence polarization. inhibition, % at 3.39 µM. Q15102. 340,000 compounds, 0.28% hits;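 active = inhibition above the screen-wide average of all tested compounds plus 3 SD, cut at about 25% in these data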;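 note: 0% = enzyme with DMSO only and 100% = wells lacking PAFAH1B3 protein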
# Target sequence (Q15102 whole entry, looked up): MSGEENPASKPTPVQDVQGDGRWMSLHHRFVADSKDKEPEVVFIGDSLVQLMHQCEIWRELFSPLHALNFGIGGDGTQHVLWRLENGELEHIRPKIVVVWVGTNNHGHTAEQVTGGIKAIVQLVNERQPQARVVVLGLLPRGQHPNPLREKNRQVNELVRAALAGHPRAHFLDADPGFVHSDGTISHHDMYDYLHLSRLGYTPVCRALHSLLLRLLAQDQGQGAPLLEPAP
# PAD4 FP inh – blocks human protein arginine deiminase 4; recombinant PAD4, RCA probe fluorescence polarization; inhibition, % at 6.36 µM; 330,000 compounds, 0.41% hits;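 active = percent inhibition above a cutoff equal to the mean of all tested compounds plus 3 SD, cut at about 15% in these data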;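 note: 0% = PAD4 with RCA probe and DMSO and 100% = probe without PAD4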
# Fam108B counter – blocks mouse Fam108B hydrolase in RBBP9 counter-screen | recombinant Fam108B, FP-Rh probe fluorescence polarization | inhibition, % at 9.51 µM | 300,000 compounds, 0.33% hits;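 active = inhibition above the screen mean inhibition plus 3 SD, computed separately per campaign, cut at about 18% in these data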;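 note: inhibitors lower polarization as less probe binds the enzyme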
# pPAFAH inh – pPAFAH (human) enzyme inhibition; Q13093; recombinant pPAFAH, FP-rhodamine probe fluorescence polarization; inhibition, % at 3.39 µM; 330,000 compounds, 1.5% hits; AID 463082;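 active = inhibition above the mean inhibition across the screen plus 3 SD, cut at about 25% in these data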;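 note: inhibitors block binding of the rhodamine activity-based probe so polarization drops; 0% = enzyme with DMSO and 100% = wells lacking pPAFAH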
# LYPLA1 counter – LYPLA1 (human) inhibition in PME1 counter-screen | recombinant LYPLA1, FP-Rh probe fluorescence polarization | inhibition, % at 5.9 µM | 320,000 compounds, 0.16% hits | AID 2174;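 active = inhibition above the mean of all tested compounds plus 3 SD, set per campaign, cut at about 14% in these data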;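 note: inhibitors block serine hydrolase probe labeling of LYPLA1 so polarization falls; 0% = enzyme with DMSO and 100% = wells lacking LYPLA1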
# Target sequence (O75608 whole entry, looked up): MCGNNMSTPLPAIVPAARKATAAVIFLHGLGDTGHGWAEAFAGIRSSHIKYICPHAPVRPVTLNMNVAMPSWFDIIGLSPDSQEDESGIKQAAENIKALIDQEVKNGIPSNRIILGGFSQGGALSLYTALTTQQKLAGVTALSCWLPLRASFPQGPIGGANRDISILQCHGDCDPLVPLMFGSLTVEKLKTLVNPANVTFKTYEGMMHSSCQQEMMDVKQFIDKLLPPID
# PAFAH1B2 FP inh – blocks human PAF acetylhydrolase 1b catalytic subunit 2. AID 492953. recombinant PAFAH1B2, FP-rhodamine activity probe, fluorescence polarization. 340,000 compounds, 1.2% hits. inhibition, % at 3.39 µM;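 active = inhibition above the mean of all tested compounds plus 3 SD, cut at about 24% in these data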;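 note: 0% = enzyme with DMSO and 100% = wells lacking PAFAH1B2; many of its hits are not listed in these tables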
# Target sequence (P68402 whole entry, looked up): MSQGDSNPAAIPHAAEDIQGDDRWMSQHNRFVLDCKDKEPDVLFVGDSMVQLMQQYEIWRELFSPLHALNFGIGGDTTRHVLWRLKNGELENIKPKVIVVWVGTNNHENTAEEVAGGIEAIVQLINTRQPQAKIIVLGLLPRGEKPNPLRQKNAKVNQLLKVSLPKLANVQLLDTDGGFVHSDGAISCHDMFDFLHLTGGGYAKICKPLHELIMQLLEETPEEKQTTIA
# PME-1 inh – PME-1 (human) inhibition | Q9Y570 | recombinant PME-1, FP-Rh probe fluorescence polarization | inhibition, % at 5.9 µM | 320,000 compounds, 0.53% hits | AID 2130;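 active = inhibition above the campaign mean of all compounds plus 3 SD, cut at about 26% in these data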;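 note: competitive labeling of PME-1 active site by serine hydrolase directed probe; 0% = PME-1 with DMSO and 100% = wells lacking PME-1 enzyme; inhibitors block probe labeling so polarization falls and inhibition rises; many of its hits are not listed in these tables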
# Target sequence (Q9Y570 whole entry, looked up): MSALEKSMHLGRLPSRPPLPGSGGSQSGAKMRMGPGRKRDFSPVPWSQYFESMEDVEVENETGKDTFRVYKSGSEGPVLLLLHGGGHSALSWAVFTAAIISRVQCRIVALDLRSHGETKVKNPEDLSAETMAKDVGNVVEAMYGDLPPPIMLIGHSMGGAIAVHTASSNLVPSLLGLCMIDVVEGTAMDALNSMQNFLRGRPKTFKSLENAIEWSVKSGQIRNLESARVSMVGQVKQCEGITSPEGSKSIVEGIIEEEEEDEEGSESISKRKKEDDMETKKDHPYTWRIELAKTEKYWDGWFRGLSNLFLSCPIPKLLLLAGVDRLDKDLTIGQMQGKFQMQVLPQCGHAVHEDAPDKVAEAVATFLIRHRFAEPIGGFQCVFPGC
# GSTO1 counter – counter-screen for RBBP9 inhibitors: inhibitors of human GSTO1; recombinant GSTO1, activity-based probe fluorescence polarization; AID 1974; 300,000 compounds, 1.1% hits; inhibition, % at 5.96 µM;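 active = inhibition above the campaign mean inhibition plus 3 SD, cut at about 35% in these data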;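 note: 0% = GSTO1-1 with DMSO and 100% = wells lacking GSTO1-1 enzyme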
# * hit, by the source's call; / = not tested or not shown.
SMILES,PAFAH2 inh,PAFAH1B3 inh,PAD4 FP inh,Fam108B counter,pPAFAH inh,LYPLA1 counter,PAFAH1B2 FP inh,PME-1 inh,GSTO1 counter
CC(=O)NC(Nc1c(C)n(C)n(-c2ccccc2)c1=O)C(Cl)(Cl)Cl (centres undefined),0,4,3,4,-4,1,1,2,5
CCN1C(=O)/C(=C\N2CCCc3ccccc32)SC1=S,1,2,3,-4,2,-2,3,7,1
COc1ccc(Br)cc1C(=O)Nc1cccc(NC(=O)c2ccco2)c1,-10,-6,0,-9,-6,-21,1,-19,-23
CC(C)c1ccc(C(=O)OC2CCOC2=O)cc1 (centres undefined),-3,4,-1,-2,2,-2,14,-11,4
C/C(=N\Nc1cccc(C(=O)O)c1)c1ccc(Cl)s1,10,10,-5,5,11,13,9,0,12
O=C(COc1ccc([N+](=O)[O-])cc1)NNC(=S)NC(=O)c1ccc(Br)cc1,-7,-7,0,-3,-6,4,12,-3,-8
O=C(O)c1ccccc1Cc1nc2cc(Cl)ccc2c(=O)[nH]1,5,9,-1,1,0,-5,3,1,-10
CCOC(CCn1c(SCc2ccc([N+](=O)[O-])cc2)nc2ccccc2c1=O)OCC,2,0,-2,-3,0,0,-2,-6,6
Cc1cccc(C(=O)NN2S(=O)(=O)c3ccccc3S2(=O)=O)c1,1,11,-5,-2,3,-1,0,-5,-1
N#Cc1ccc(CSc2nnc(COc3ccccc3)n2-c2ccccc2)cc1,-1,0,-6,-2,7,-2,8,-4,1
c1ccc(-c2csc3ncn4nnnc4c23)cc1,15,5,-3,0,3,0,0,-5,10
CCC(C)NC(=O)CC(c1ccc(OC)cc1)n1cccc1 (centres undefined),5,3,1,-3,2,-3,1,-5,1
COC(=O)c1ccc2c(=O)n(Cc3ccco3)c(SCC(=O)Nc3ccccc3Cl)nc2c1,-6,-1,-1,0,2,-1,-1,-4,-4
CC(=O)C1C(c2ccc(C)cc2)c2c(noc2C)CC1(C)O (centres undefined),2,2,-4,3,4,-1,4,-7,-4
COc1ccccc1-n1cc(-c2ccc(Br)cc2)[nH]c1=S,-2,7,0,7,0,-2,2,-1,4
Cc1nc2n[nH]c(N)c2c2c1CCCC2,11,-3,3,2,3,-4,1,4,3
O=C(NNC1=NCCC1)c1cccc(S(=O)(=O)N2CCCC2)c1,5,10,-4,-1,2,2,-1,2,11
CCc1ccc(OC(=O)CN2C(=O)c3ccccc3C2=O)cc1,-2,5,-5,-1,5,-2,12,0,5
Cc1ccc(NC(=O)Cn2c(=O)c(C)nc3ccccc32)cc1,-6,-2,-7,-2,1,0,4,-3,-1
CCc1nn(C(C)C(=O)NCCN2CCN(c3cccc(C)c3C)CC2)c(=O)c2cc3occc3n12 (centres undefined),3,-1,7,-2,-2,-2,0,-7,9
O=C(COc1cccnc1[N+](=O)[O-])NCc1ccc(F)cc1,-4,1,-5,-6,-1,0,3,0,1
COc1ccc(C2CC(=O)Nc3cc(C)c(C)cc32)c(OC)c1OC (centres undefined),6,4,-6,-2,0,2,1,0,-1
CCOc1ccc(-c2cc(C(=O)N/N=C/c3ccc(O)cc3)c3ccccc3n2)cc1,-9,-2,0,-1,-11,-34,4,-29,-19
Cn1c(CCCOc2ccc(Cl)cc2Cl)n[nH]c1=S,0,4,1,4,-1,-1,4,0,7
COc1ccc(OC)c(CCNC(=O)Cn2sc3nc(C)cc(C)c3c2=O)c1,/,/,1,4,2,3,/,-3,9
COc1ccc(CNC(=O)c2cc(S(=O)(=O)N3CCCCC3)ccc2Cl)cc1OC,-1,6,-3,/,21,/,5,/,/
COc1ccc(C(CNCC(=O)Nc2ccccc2F)N(C)C)cc1 (centres undefined),5,5,-1,5,-1,2,1,2,-4
CCc1ccc2c(c1)CCCN2C(=O)c1ccccc1C(=O)O,3,9,-1,1,9,-1,2,-5,-1
Cc1cc(N2C(=O)C3C4CC(C(Br)C4Br)C3C2=O)no1 (centres undefined),-9,7,-2,5,0,1,3,-3,5
O=C(CCN1CCCCC1)NNC(=S)NC(=O)c1ccc(Br)cc1,-1,10,-6,1,2,1,14,-1,7

# 2 consecutive entries already listed:
SMILES,PAFAH2 inh,PAFAH1B3 inh,PAD4 FP inh,Fam108B counter,pPAFAH inh,LYPLA1 counter,PAFAH1B2 FP inh,PME-1 inh,GSTO1 counter
O=C(COc1cccnc1[N+](=O)[O-])NCc1ccc(F)cc1,-4,1,-5,-6,-1,0,3,0,1
COc1ccc(C2CC(=O)Nc3cc(C)c(C)cc32)c(OC)c1OC (centres undefined),6,4,-6,-2,0,2,1,0,-1

# The listing continues:
SMILES,PAFAH2 inh,PAFAH1B3 inh,PAD4 FP inh,Fam108B counter,pPAFAH inh,LYPLA1 counter,PAFAH1B2 FP inh,PME-1 inh,GSTO1 counter
CC(=O)OC(C)(C)C#CCN1CCCC1,2,14,-3,-1,3,-2,5,1,3
O=C(CN1C(=O)NC2(CCCCCC2)C1=O)Nc1ccccc1[N+](=O)[O-],8,10,-2,/,-4,/,7,/,/
COc1ccc(CCC(=O)Nc2cccc(S(=O)(=O)N(C)C)c2)cc1OC,-1,4,2,0,1,-2,3,-2,1
CCOC(=O)C1C(c2ccc(C(=O)O)cc2)NC(=O)NC1(O)C(F)(F)F (centres undefined),9,0,1,-1,8,-2,0,-2,7
CC(C)CNCC1OCc2ccccc2CO1,1,9,1,1,1,-3,0,1,5
CCNC(=S)N1CCN(c2nc(-c3cccc(OC)c3)cs2)CC1,-2,6,-2,-3,6,-1,-1,2,-3
O=C(CSc1nc2ccccc2s1)NCCOc1ccccc1,-6,4,-2,-3,12,4,27*,1,9
CCOc1ccc(N(CC(=O)NC(C)(C)C)C(=O)c2ccco2)cc1,-5,0,-1,0,3,1,1,1,-2
Cn1nc(C(=O)NCCc2ccc(S(N)(=O)=O)cc2)c2ccccc2c1=O,1,3,0,-7,4,1,2,-3,-1
Cn1nnnc1NCc1cccc(Cl)c1Cl,0,3,-1,0,2,0,6,0,8
CCOC(=O)N1CCN(C(=O)c2cccc(NC(=O)c3ccco3)c2)CC1,-7,-1,3,0,7,3,-1,-2,0
O=C(CN1C(=O)NC2NC(=O)NC21)NN=C1CCCC1 (centres undefined),-1,9,-7,-3,4,1,-1,0,2
COc1cccc(-c2ncc3ccccn23)c1,2,4,-1,1,-2,3,3,-4,-14
CC(=O)NC(CSc1cc(C)nc2ccc(Br)cc12)C(=O)O (centres undefined),-1,3,-2,-3,6,-3,0,-4,-21
COc1ccc2[nH]c(=O)c(CN(CC3CCCO3)C(=S)Nc3ccc(C)cc3)cc2c1 (centres undefined),-3,6,4,1,2,-1,0,8,0
CCOC(=O)C(CCC(=O)O)(CCC(C)C)c1csc(N)n1 (centres undefined),4,5,-1,-1,3,1,8,5,-6
CCOc1ccc2[nH]c(=O)c(CN(Cc3ccc(C)cc3)C(=O)N3CCCC3)cc2c1,4,-7,-4,1,2,-1,-4,-20,3
COCCCNC(=O)CN(Cc1ccccc1)S(=O)(=O)c1ccccc1,8,1,4,6,4,1,4,5,2
C[C@H](CO)N1C[C@H](C)[C@@H](CN(C)C(=O)Nc2ccccc2)Oc2c(NS(=O)(=O)c3cn(C)cn3)cccc2C1=O,8,10,4,/,-7,/,3,/,/
CCOC(=O)c1cnn(-c2ccccc2)c1-n1cccc1C(=O)C(=O)Nc1ccc(OC)cc1,-6,-8,0,-2,1,-4,-1,-5,-7
CCOC(=O)c1[nH]c2ccc(OC)cc2c1N=CN(C)C,-1,2,0,0,1,0,6,-4,4
N#Cc1ccc(N2CCN(c3ccc(F)cc3)CC2)cc1,9,5,3,4,6,1,3,0,3
CC(C(=O)O)N(C(=O)c1ccccc1)c1ccc(F)cc1 (centres undefined),0,9,-1,1,5,1,29*,-3,-1
CN(C)S(=O)(=O)c1cccc(NC(=O)c2ccccc2OCc2ccc(F)cc2)c1,-8,9,-4,-9,4,-4,-6,1,-1
C=CCn1c(=O)/c(=C2/SC(C)=C(C)N2CC)s/c1=C1/C(=O)N(CC)C(=S)N1c1ccccc1,-6,9,-6,-2,2,4,5,-4,-9
Cc1ccc(C(=O)NC2(O)C(=O)c3ccccc3C2=O)cc1C,24,37*,9,7,2,5,8,2,75*
Cc1cccc(N=C2C(=O)Nc3c(Cl)cccc32)c1,4,-3,0,1,3,1,-2,-1,16
COc1ccc(Cc2nnc(NC(=O)c3ccc(C)cc3)s2)cc1OC,1,-3,-4,-6,3,-2,-1,5,-3
COc1ccccc1P(=O)(c1ccccc1)c1ccccc1NC(C)=O (centres undefined),-2,5,2,1,0,0,0,-3,0
CC1CCCC(NC(=S)Nc2cccc(S(=O)(=O)N(C)C)c2)C1C (centres undefined),1,-2,-1,1,5,0,-1,-1,-5
O=C(O)C(Cc1ccccc1)N=C(NS(=O)(=O)c1ccccc1)c1ccccc1 (centres undefined),9,11,-2,/,6,/,11,/,/
COCCNc1nc(C)cc(-c2cc(C(=O)Nc3ccccc3)on2)n1,3,7,-2,-1,0,-1,-2,-10,-1
Cc1ccc(-c2csc3nc(SCC(=O)Nc4ccc(Cl)c(C(=O)O)c4)[nH]c(=O)c23)cc1,1,1,-9,-3,7,2,2,-6,-21
Cc1csc(NC(=O)CSc2nnc(-c3cccs3)n2C)n1,3,5,-4,3,-5,0,2,0,4
COc1ccc(/C=C/C(=O)Nc2ccccc2F)cc1S(=O)(=O)N1CCOCC1,8,5,-2,/,-1,/,6,/,/
Cc1cc(C(=O)N2CCN(S(=O)(=O)c3ccc(F)c(Cl)c3)CC2)c(C)o1,2,-4,3,/,0,0,-1,-4,/
NNC(=O)c1cc2nc(-c3cccs3)cc(C(F)(F)F)n2n1,3,-3,3,-6,-1,-5,2,-13,0
COC(=O)[C@@H]1CCCN1C(=O)CCc1nnc(CCc2c[nH]c3ccccc23)o1,9,10,0,-3,12,0,3,-1,-6
CNC(=S)NCCc1c[nH]c2ccc(OC)cc12,-3,4,2,-1,5,0,2,5,4
CCn1c(C(O)c2ccc3c(c2)OCO3)nc2ccccc21 (centres undefined),1,1,3,1,2,3,8,-4,-7
COC1C(C)=C(C)C(=O)N1Cc1ccc(F)cc1 (centres undefined),1,14,1,-3,1,2,-1,-3,9
CC(C)CN(C(=O)COc1ccc(-c2nnco2)cc1)C1CCS(=O)(=O)C1 (centres undefined),1,9,-2,-3,5,4,3,-2,4
Fc1ccccc1C1c2[nH]c3ccccc3c2CCN1Cc1cccn1-c1ncccn1 (centres undefined),0,2,-3,-4,3,-4,4,1,3
Cc1ccc(NC(=O)CC(C)S(=O)(=O)c2ccc3c(c2)NC(=O)CO3)cc1C (centres undefined),-18,9,5,-3,2,0,7,4,2
CN(C)CCCN(C(=O)c1ccc(S(=O)(=O)N2CCCCCC2)cc1)c1nc2ccc(F)cc2s1,-1,1,-7,1,-4,3,5,7,1
O=[N+]([O-])c1ccc(N2CCNCC2)cc1NCc1cccnc1,1,7,-3,2,-3,0,4,-5,-4
O=C(NCCN1CCOCC1)c1ccc(Cl)c(S(=O)(=O)N2CCCCCC2)c1,2,0,4,4,2,6,7,-9,5
Clc1ccccc1-c1ccc(/C=N/n2cnnc2)o1,9,0,0,-1,4,2,2,-3,-7
Cc1ccc(S(=O)(=O)NC2(C(F)(F)F)NC(=O)N(CCc3ccccc3)C2=O)cc1 (centres undefined),7,-4,-8,1,-5,0,8,-1,-2
CCN(CC)CCNC(=O)c1cn(CC)c2cc(N3CCN(C(=O)c4ccco4)CC3)c(F)cc2c1=O,-5,9,3,1,1,-3,4,6,2

# Some of the compounds tested; count on the stated rates, not on these rows.
